MRP reversal: reversal of MRP1-mediated doxorubicin resistance, primary screen, H69AR cells, doxorubicin co-treatment | H69AR cells + 2 uM doxorubicin, CellTiter-Glo, 72 h | differential viability (reversal), % at 10 µM | actives 0.04% (n = 85,000) | AID 602, 2007;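 active = viability drop by adding the cancer drug above about 55%, with treated viability meeting a 40% cutoff, limit read from the data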;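 note: viability without doxorubicin minus viability with 2 µM doxorubicin for each compound; larger differential means the compound sensitizes cells more to doxorubicin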
IL1B NFkB inh: inhibitors of IL-1B driven NFkB p65 nuclear import, primary screen, imaging, HUVEC, IL-1B stimulus, high-content imaging. HUVEC IL-1B NFkB p65 nuclear translocation imaging. inhibition, % at 2 µM. actives 0.43% (n = 94,000);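 active = inhibition above about 30% together with a positive call from visual inspection of the well image, limit read from the data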;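 note: nuclear over cytoplasmic p65 intensity ratio measured by imaging; 0% = IL-1B stimulated DMSO wells and 100% = unstimulated DMSO wells; values of inactives mirror those of a sister screen read the other way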
PLAP inhibition: PLAP enzyme inhibitors, biochemical, luminescence, HTS (AID 690) | Alkaline phosphatase, placental type (Homo sapiens) | purified PLAP, luminescent substrate; higher % means a stronger effect | one-dose inhibition, % at 20 µM; IC50 in µM for titrated hits | actives 0.08% (n = 96,000); in the data active = a potency from the dose series; inactive = the rest, 99 in 100 with inhibition below about 30%; note: strong numbers were not always called active
IL1B NFkB pot: enhancers of NFkB p65 translocation in HUVEC – imaging, IL-1B stimulus, high-content imaging, primary screen | activation, % at 2 µM | actives 0.3% (n = 94,000) | AID 819, 2007 | HUVEC IL-1B NFkB p65 nuclear translocation imaging;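 active = activation above 40%, about the mean plus 3 SD, also judged a hit on visual image review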;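 note: percent activation is computed from the nuclear over cytoplasmic p65 intensity ratio; values of inactives mirror those of a sister screen read the other way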
Bcl-B TR3 displacers: displacers of TR3 peptide from Bcl-B, primary screen, selectivity assay for Bfl-1 inhibitor project, biochemical, fluorescence polarization; displacement, % at 20 µM; hits with a dose series show IC50 in µM; FP displacement of FITC-TR3 peptide from Bcl-B; higher % means a stronger effect; actives 0.11% (n = 96,000); AID 748, 2007;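 active = displacement above 50% at 20 µM plus a fluorescence interference ratio under 1.5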;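 note: plate controls were wells without compound for no effect and wells lacking Bcl-B protein for full effect; a part of the inactive calls stands beside numbers as strong as those of hits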
MRP reversal cytotoxicity: also measured in MRP reversal; calls as there; viability, %; H69AR cells, CellTiter-Glo, 72 h; measured here: cytotoxicity without doxorubicin
MRP reversal with doxorubicin: second read-out of MRP reversal, no call of its own (marks repeat the call); viability, %; measured here: viability with 2 uM doxorubicin; stronger effect = lower value
IL1B NFkB inh cell count 2 µM: second read-out of IL1B NFkB inh, no call of its own (marks repeat the call); cell count; measured here: cells passing quality filter;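 raw number of nuclei counted in each imaged well without normalization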
IL1B NFkB pot cell count 2 µM: recorded beside IL1B NFkB pot, whose call it bears; cell count; measured here: cells passing quality filter
* = called active by the depositor; nt = not tested or not shown.

Each structure is followed by: IL1B NFkB inh cell count 2 µM	MRP reversal with doxorubicin	Bcl-B TR3 displacers	MRP reversal cytotoxicity	IL1B NFkB pot cell count 2 µM	PLAP inhibition	MRP reversal	IL1B NFkB inh	IL1B NFkB pot
CCOC(=O)N1CCN(c2c(N3CCc4ccccc4C3)c(=O)c2=O)CC1
→ nt	85	-2%	81	nt	-35%	-4	nt	nt
COc1cccc(C(=O)CSc2nnc(COc3cccc4cccnc34)o2)c1
→ nt	66	4%	84	nt	11%	17	nt	nt
Nc1ccc2oc(-c3cccs3)nc2c1
→ 132	75	0%	89	132	0%	14	0	0
CC(NC(=O)CN1C(=O)COc2ccccc21)c1ccccc1 (configuration not stated)
→ nt	84	-4%	96	nt	-8%	12	nt	nt
Cc1ccc(S(=O)(=O)Oc2ccc(/C=N/NC(=O)c3nn(C)cc3Cl)cc2)cc1
→ 174	66	nt	79	174	nt	14	-3	3
c1ccc(Cn2c(SCc3cn4cccnc4n3)nnc2-c2ccco2)cc1
→ 123	nt	18%	nt	123	-3%	nt	-5	5
O=C(NCCCN=C1NS(=O)(=O)c2ccccc21)c1ccco1
→ 95	83	nt	95	95	nt	12	9	-9
COc1c(C)cc(Br)cc1C(=O)O
→ 13	91	-1%	103	13	-10%	11	-2	2
CCOC(=O)C1CCN(C(=O)CN(Cc2ccccc2)S(C)(=O)=O)CC1
→ 110	85	-6%	103	110	13%	18	-20	20
O=C(Nc1ccc(N2CCOCC2)c(C(=O)O)c1)c1ccco1
→ 149	nt	1%	nt	149	0%	nt	-1	1
COC(=O)c1ccccc1NC(=O)c1cc2sccc2n1C
→ 92	68	-20%	81	92	-24%	13	4	-4
Cc1ccc(/C=N/NC(=O)c2sccc2OCc2ccc(F)cc2)cc1
→ 99	nt	0%	nt	99	-16%	nt	14	-14
CCCCN(C)C(=O)c1ccc(S(=O)(=O)N2CCOCC2)cc1
→ 166	nt	9%	nt	166	-16%	nt	-5	5
CCN(CC)CCCNC(=O)C1c2ccccc2Oc2ccccc21
→ 77	80	2%	86	77	-40%	6	-24	24
O=C(Nc1ccccc1)N1CCC(n2c(=O)[nH]c3ccccc32)CC1
→ 172	81	0%	85	172	-26%	4	-27	27
OCC1CCCN1C(=S)Nc1ccccc1 (configuration not stated)
→ 152	nt	-7%	nt	152	-10%	nt	-9	9
O=C(NC1CC2CCC1C2)C1CCN(S(=O)(=O)c2ccc(-c3nn[nH]n3)cc2)CC1 (configuration not stated)
→ 140	91	5%	94	140	-23%	3	10	-10
Cc1nc(-c2cccnc2)sc1C(=O)Nc1cccc(C(F)(F)F)c1
→ 122	nt	-5%	nt	122	-10%	nt	3	-3
CC1CCN(CCCNC(=O)COc2cc(=O)n(C)c3ccccc23)CC1
→ 110	88	-4%	87	110	-10%	-1	13	-13
COc1ccc(/C=C/C(=O)c2cc(F)ccc2OC(=O)c2ccccc2)cc1OC
→ 73	nt	nt	nt	73	nt	nt	24	-24

Other results
Each structure is followed by: IL1B NFkB inh cell count 2 µM	MRP reversal with doxorubicin	Bcl-B TR3 displacers	MRP reversal cytotoxicity	IL1B NFkB pot cell count 2 µM	PLAP inhibition	MRP reversal	IL1B NFkB inh	IL1B NFkB pot
COc1ccc(Br)cc1C(=O)Nc1ccccc1-c1ccccc1
→ 186	nt	-8%	nt	186	17%	nt	-14	14
COc1ccc(N2CCN(C(=O)CCCOc3cc(=O)n(C)c4ccccc34)CC2)cc1
→ 139	90	-10%	72	139	-14%	-19	2	-2
Cc1ccc(CN2CCN(c3ccccn3)CC2)s1
→ 195	97	12%	96	195	-50%	-1	-14	14
CC(=O)Oc1ccc(N(C(C)=O)S(=O)(=O)c2cccs2)cc1
→ 150	90	1%	86	150	-25%	-4	-13	13
O=C(CN1C(=O)C2CCc3[nH]c4ccccc4c3C2C1=O)N1CCCC1 (configuration not stated)
→ 124	88	11%	93	124	1%	5	7	-7
CCC1CCCCN1S(=O)(=O)c1ccc(S(=O)(=O)N(Cc2cccs2)C2CC2)cc1 (configuration not stated)
→ 122	83	-14%	84	122	24%	1	7	-7
COc1ccccc1CC(=O)NCc1ccc2c(c1)OCO2
→ 132	87	-13%	105	132	20%	19	-8	9
COC(C)(C)c1cc(C(C)(C)C)nc(N)n1
→ 147	75	0%	98	147	20%	23	-1	1
Clc1ccc2nc(CN3CCCCC3)cn2c1
→ 104	90	10%	86	104	-4%	-4	7	-7
COc1ccc(CCNC(=O)CN(C)S(=O)(=O)c2ccc3c(c2)CCC(=O)N3)cc1OC
→ 177	96	3%	94	177	-11%	-2	7	-7
CN(Cc1nc(-c2cccnc2)no1)S(=O)(=O)c1ccc(Br)cc1
→ 129	80	0%	74	129	-13%	-6	-28	28
COc1ccc(CNC(=O)c2c(O)c3ccccc3n(C)c2=O)cc1OC
→ 138	60	16%	70	138	-17%	11	1	-1
CCOc1ccc2cc(S(=O)(=O)N3CCN(C)CC3)ccc2c1
→ 104	75	nt	83	104	nt	8	0	0
Oc1cccc(-c2nc3c4c(ncn3n2)-c2ccccc2CC42CCCC2)c1
→ 156	nt	1%	nt	156	7%	nt	-1	1
CC1CCc2[nH]nc(C(=O)O)c2C1 (configuration not stated)
→ nt	89	-41%	90	nt	11%	2	nt	nt
Cc1cccc(NC(=O)CSc2nccn2C)c1
→ 83	114	nt	95	83	nt	-19	-1	1
COc1cc(SC)ccc1C(=O)Nc1ccccc1C#N
→ 139	71	6%	70	139	2%	-1	-9	9
CCn1c(SCC(=O)N/N=C/c2ccc(OC)c(OC)c2)nc2ccccc21
→ 119	nt	12%	nt	119	-19%	nt	-15	15
Nc1nnc(SCCN2C(=O)c3ccccc3C2=O)s1
→ 160	nt	-10%	nt	160	-9%	nt	-1	1
CC(C)OCCCn1c(=S)[nH]c2ccc(N3CCOCC3)cc2c1=O
→ nt	89	2%	89	nt	-59%	0	nt	nt

Whole records, quoted from the list. Order of values: IL1B NFkB inh cell count 2 µM	MRP reversal with doxorubicin	Bcl-B TR3 displacers	MRP reversal cytotoxicity	IL1B NFkB pot cell count 2 µM	PLAP inhibition	MRP reversal	IL1B NFkB inh	IL1B NFkB pot
Cc1ccc(CN2CCN(c3ccccn3)CC2)s1 reads 195	97	12%	96	195	-50%	-1	-14	14
CC(C)OCCCn1c(=S)[nH]c2ccc(N3CCOCC3)cc2c1=O reads nt	89	2%	89	nt	-59%	0	nt	nt
O=C(CN1C(=O)C2CCc3[nH]c4ccccc4c3C2C1=O)N1CCCC1 (configuration not stated) reads 124	88	11%	93	124	1%	5	7	-7
Nc1nnc(SCCN2C(=O)c3ccccc3C2=O)s1 reads 160	nt	-10%	nt	160	-9%	nt	-1	1
COc1cc(SC)ccc1C(=O)Nc1ccccc1C#N reads 139	71	6%	70	139	2%	-1	-9	9

Shown with tabs: part of the list above.
structure	IL1B NFkB inh cell count 2 µM	MRP reversal with doxorubicin	Bcl-B TR3 displacers	MRP reversal cytotoxicity	IL1B NFkB pot cell count 2 µM	PLAP inhibition	MRP reversal	IL1B NFkB inh	IL1B NFkB pot
COc1ccc(CNC(=O)c2c(O)c3ccccc3n(C)c2=O)cc1OC	138	60	16%	70	138	-17%	11	1	-1
CCOc1ccc2cc(S(=O)(=O)N3CCN(C)CC3)ccc2c1	104	75	nt	83	104	nt	8	0	0

(list continues)
Each structure is followed by: IL1B NFkB inh cell count 2 µM	MRP reversal with doxorubicin	Bcl-B TR3 displacers	MRP reversal cytotoxicity	IL1B NFkB pot cell count 2 µM	PLAP inhibition	MRP reversal	IL1B NFkB inh	IL1B NFkB pot
CC(C(=O)Nc1cccnc1)N1C(=O)C2C3C=CC(C3)C2C1=O (configuration not stated)
→ 42	nt	-4%	nt	42	-2%	nt	-26	28
CCOc1ccc(NC(=O)CN2CCN(CC(=O)c3ccc(OC)c(OC)c3)CC2)cc1
→ nt	85	-12%	96	nt	-52%	11	nt	nt
COc1ccc(-c2sc(NC(=O)c3ccc(C)cc3)nc2-c2ccc([N+](=O)[O-])cc2)cc1
→ 167	nt	-16%	nt	167	23%	nt	2	-2
COc1cc(/C=N/n2cnnc2)ccc1OCCSc1ccc(C)cc1
→ 110	nt	2%	nt	110	4%	nt	6	-6
Cc1ccc(NC(=S)NCc2cccs2)cc1
→ 189	82	4%	103	189	17%	21	-10	10
CCN(CC)CCCN(C(=O)c1cccs1)c1nc(-c2ccc(OC)cc2)cs1
→ 140	40	3%	29	140	-73%	-11	-1	1
CCCC(=O)Nc1cc(=O)[nH]c2ncnn12
→ 91	113	-8%	97	91	20%	-16	2	-2
Oc1ccccc1C=NC1=NN(c2cccc(C(F)(F)F)c2)CC1
→ 100	82	nt	66	100	nt	-16	-9	9
COC(=O)CSc1nc2ccccc2o1
→ 92	99	0%	95	92	-4%	-4	12	-12
Cc1c(NC(=O)Cn2[nH]c(=O)c3ccccc3c2=O)c(=O)n(-c2ccccc2)n1C
→ 153	94	4%	91	153	-1%	-3	-14	14
Cc1sc2nc(CN3CCOCC3)nc(NS(=O)(=O)c3ccc4c(c3)OCCO4)c2c1C
→ 106	79	-28%	77	106	-55%	-2	5	-5
Cc1ccccc1N(CC(=O)NC1CCCC1)C(=O)c1oc(C(C)(C)C)cc1C
→ 98	nt	39%	nt	98	-7%	nt	0	0
CCCC(=O)O[C@H]1C[C@@H](C)N(C(=O)c2ccccc2)c2ccc(C)cc21
→ 127	74	17%	68	127	-48%	-6	4	-3
Cc1ccc(OCCCC(=O)Nc2ccccc2C(F)(F)F)cc1
→ 124	nt	-5%	nt	124	4%	nt	0	0
CC(=O)Nc1nnc(SCC(=O)NC(C)(C)C)s1
→ 127	100	1%	97	127	-13%	-3	1	-1
Cc1cc(OCC(=O)Nc2ccc(S(=O)(=O)N3CCN(C)CC3)cc2)ccc1Cl
→ 161	89	nt	168	161	nt	79	-2	2
CC(C)C1N=C2c3ccccc3N=C(SCC(=O)NCCc3ccc(S(N)(=O)=O)cc3)N2C1=O (configuration not stated)
→ nt	95	2%	100	nt	-3%	5	nt	nt
O=C(c1cc2ccccn2n1)N1CCN(Cc2ccccc2)CC1
→ 157	99	6%	99	157	-46%	1	-2	2
O=c1nc(N2CCCCC2)nc(Nc2ccccc2)[nH]1
→ 163	83	-11%	93	163	-126%	10	-18	18
CC(C)C(NC(=O)C12CC3CC(CC(C3)C1)C2)C(=O)O (configuration not stated)
→ 184	103	5%	92	184	0%	-11	-25	25

These rows are one share of the data, so the mix of outcomes need not match the whole.
